PLK1 inh: blocks human PLK1 kinase activity; inhibition, % at 10 µM; AID 619; recombinant PLK1 kinase, TR-FRET peptide phosphorylation; P53350; 0.53% of 97,000 active;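 active means inhibition of 50% or more in the single-concentration screen; inactive means inhibition below 50%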;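 further: 0% = DMSO max control and 100% = H-89 dihydrochloride min control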
Target sequence (P53350 whole entry, looked up): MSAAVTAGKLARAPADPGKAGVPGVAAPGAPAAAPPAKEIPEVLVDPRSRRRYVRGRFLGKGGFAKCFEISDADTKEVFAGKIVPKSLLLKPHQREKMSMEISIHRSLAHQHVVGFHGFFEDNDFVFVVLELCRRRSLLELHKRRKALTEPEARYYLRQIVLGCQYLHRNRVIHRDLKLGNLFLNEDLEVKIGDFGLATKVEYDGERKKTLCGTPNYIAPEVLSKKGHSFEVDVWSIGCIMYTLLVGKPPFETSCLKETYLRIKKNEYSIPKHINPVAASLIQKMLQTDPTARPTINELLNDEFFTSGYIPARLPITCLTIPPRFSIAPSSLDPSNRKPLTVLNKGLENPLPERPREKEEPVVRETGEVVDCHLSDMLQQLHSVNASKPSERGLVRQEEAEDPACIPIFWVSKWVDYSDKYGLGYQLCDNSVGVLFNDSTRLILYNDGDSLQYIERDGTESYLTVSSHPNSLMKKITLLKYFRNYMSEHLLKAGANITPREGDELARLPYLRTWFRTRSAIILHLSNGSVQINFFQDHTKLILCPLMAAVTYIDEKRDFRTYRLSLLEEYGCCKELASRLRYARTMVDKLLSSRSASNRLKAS
CYP2C9 act: activators of human CYP2C9. P11712. activation factor at 5 µM. recombinant CYP2C9, luciferin-H conversion, luminescence; hits give high values; factor 1 = untreated enzyme, 0 = blocked. AID 1024. 1.4% of 96,000 active;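 active means activation factor of 2 or more for CYP2C9 at a 5 µM dose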;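 further: 0 = sulfaphenazole-blocked wells and 1 = vehicle-only wells; values of inactives mirror those of a sister screen read the other way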
EphB4 ephrin blk: blocks human EphB4 binding to ephrin-B2 | P54760 | EphB4 LBD / TNYL-RAW-Alexa532 peptide, fluorescence polarization | inhibition, % at 7 µM | 0.15% of 97,000 active | AID 720;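 active means inhibition above the screen-wide mean inhibition plus 3 SD, cut at about 15% in these data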;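 further: 0% = DMSO wells and 100% = excess unlabeled TNYL-RAW peptide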
Rev-RRE block: HIV Rev-RRE protein-RNA interaction inhibition; Rev peptide-RRE RNA binding, FRET; 0.79% of 97,000 active; AID 704; inhibition, % at 8 µM;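 active means inhibition above the screen-wide mean plus 3 SD, cut at about 35% in these data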;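 further: 0% = median DMSO wells and 100% = median Neomycin B control wells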
Target sequence (P05866 whole entry, looked up): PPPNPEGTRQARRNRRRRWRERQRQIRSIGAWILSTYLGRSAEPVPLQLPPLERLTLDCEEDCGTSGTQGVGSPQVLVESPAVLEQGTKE
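Probe or stimulus: fluorescein-Rev peptide as binding partner; assay system: Cy5-tagged RRE RNA duplex with fluorescein-tagged Rev peptide; timing: 5 min compound–RNA preincubation, then 15 min with peptide, 25 °C; medium: HEPES pH 7.5 buffer with KCl, MgCl2, NaCl and EDTA; signal: fluorescein-to-Cy5 FRET, 480 nm excitation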
CYP2C19 inhib: inhibitors of human CYP2C19; CYP2C19 Supersomes, luciferin-H EGE luminescence, 30 min; inhibition, % at 5 µM; 21% of 96,000 active; AID 778;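 active means CYP2C19 inhibition above a set limit at 5 µM in the primary screen, cut at about 50% in these data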;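 further: plate controls were negative control wells for no effect and 2.5 mM tranylcypromine positive control for full effect; values of inactives mirror those of a sister screen read the other way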
Plk1 PBD FP: blocks phosphopeptide binding to human Plk1 polo box domain. 0.13% of 97,000 active. AID 693. Plk1 PBD phosphopeptide binding, fluorescence polarization. P53350. inhibition, %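 (tested at about 20 µM)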; in the data active means inhibition above about 34%, passing the limit was not always enough
PLAP act: activates human placental alkaline phosphatase; AID 696; purified PLAP enzyme, luminescent substrate read-out; hits give high values; 1.2% of 96,000 active; P05187; activation fold at 20 µM; in the data active means activation fold above about 2
CYP2C19 activ: activators of human cytochrome P450 2C19; P33261; recombinant CYP2C19, luciferin-H EGE luminescence; hits give high values; 0 = fully inhibited enzyme, 1 = untreated enzyme; activation factor at 5 µM; 96,000 tested, under 10 active;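 active means activation factor of at least 2 at 5 µM in the primary screen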;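 further: 0 = wells with 2.5 mM tranylcypromine and 1 = vehicle-only wells; values of inactives mirror those of a sister screen read the other way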
CYP2C9 inhib: human CYP2C9 inhibition. P11712. CYP2C9 Supersomes, luciferin-H conversion, luminescence. inhibition, % at 5 µM. 20% of 96,000 active. AID 777;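 active means blocking of liver enzyme CYP2C9 beyond about 50% at 5 µM, limit read from the data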; further: values of inactives mirror those of a sister screen read the other way
The depositor's hits bear a star; / = not tested or not shown. An unsorted share of the library (roughly 29% active in at least one column).

SMILES,PLK1 inh,CYP2C9 act,EphB4 ephrin blk,Rev-RRE block,CYP2C19 inhib,Plk1 PBD FP,PLAP act,CYP2C19 activ,CYP2C9 inhib
Cc1ccc(C)c(NC(=O)c2cc3ccccn3n2)c1,-4,1,-7,-1,7,35,0.9,0.9,-2
CCC(=O)Nc1nonc1-c1nc2ccccc2n1CCC(C)C,1,0.6,4,12,6,-12,1,0.9,35
CCOc1ccccc1CN1CCC(O)CC1,-1,1.1,-10,7,-11,-7,1.1,1.1,-13
Cc1ccc(S(=O)(=O)N2CCCC(C(=O)NCc3ccccn3)C2)cc1 (stereo unspecified),-6,1.9,-1,1,22,-4,1.4,0.8,-87
COC(=O)c1ccc(Cl)c(NS(=O)(=O)c2ccc3c(c2)OCCO3)c1,7,0.6,1,1,87*,-4,1.1,0.1,37
CCOC(=O)NC(Nc1sc2c(c1C(N)=O)CCCC2)(C(=O)OCC)C(F)(F)F (stereo unspecified),-7,0.7,-3,-1,19,1,1.1,0.8,28
CCN1C(=O)C2(C(C#N)=C(N)Oc3n[nH]c(C(C)C)c32)c2ccccc21 (stereo unspecified),0,1,-9,-1,12,8,1.1,0.9,2
Cc1cccc(NC(=O)N2CCC(NC(=O)c3ccccc3C)CC2)c1,-3,1,10,11,-1,-17,0.7,1,-5
CCOC(=O)Nc1c(C(=O)OC)[nH]c2cc(OC)ccc12,4,0.8,-1,2,15,4,0.8,0.9,18
CCOC(=O)Cn1nc(-c2ccc(C)cc2)ccc1=O,-5,0.5,3,4,49,-18,1.1,0.5,52*
O=C(CC(C(=O)N1CCc2ccccc21)n1ccnc1)NCc1cccnc1 (stereo unspecified),-5,/,-8,0,/,2,/,/,/
COc1ccc(CNS(=O)(=O)c2ccc3c(c2)CCN3C(=O)C2CC2)cc1,-6,1.2,-2,-2,6,-10,0.9,0.9,-24
Cn1c(N)c(C#N)c2c(c1=S)CSC(C)(C)C2,8,1.2,-11,40*,44,17,1,0.6,-18
CCOC(=O)C1CCCN(c2nc3ccccc3nc2C(C#N)C(=O)OCC)C1 (stereo unspecified),/,0,/,/,93*,/,1.2,0.1,96*
Cc1nnc(-c2cnn(-c3ccccc3)c2N)n1Cc1cccc(C(F)(F)F)c1,-9,0.8,0,3,12,-2,1,0.9,22
Cc1[nH]nc(N=CC2=C(O)CC(c3ccco3)CC2=O)c1-c1ccc(Cl)cc1 (stereo unspecified),-7,0.9,2,7,-12,6,1.1,1.1,7
O=C(O)CC(SCc1ccc(C(=O)O)o1)C(=O)O (stereo unspecified),-8,/,-1,4,/,-2,/,/,/
COc1ccc(N2CCN(CCCNC(=O)CN3CCN(Cc4ccccc4C)C3=O)CC2)cc1,-12,0.6,7,3,7,-26,1.6,0.9,36
Cc1cc(C)c2c3c(sc2n1)C(=O)N(Cc1ccccc1)CC(=O)N3,26,0.9,3,6,30,0,1.1,0.7,10
O=C(CSc1nc2ccc([N+](=O)[O-])cc2[nH]1)NCCc1ccccc1,-9,0.2,4,1,82*,-9,1.3,0.2,81*
CCOC(=O)N1CCC(NC(=O)c2ccc(OC)c(CN3CC(=O)N4CCCC4C3=O)c2)CC1 (stereo unspecified),-4,0.8,9,-2,19,-15,1.5,0.8,24
CC(c1ccccc1)C1C(C#N)=C(N)OC2=C1C(=O)CCC2 (stereo unspecified),-6,0.8,-12,0,62*,4,1,0.4,19
Cc1nc(-c2ccccc2)nc2[nH]c(C(C)C)cc(=O)c12,-1,0.2,-7,-5,15,-1,1,0.8,81*
Cn1cccc1C(=O)NS(=O)(=O)c1ccccc1Cl,-12,/,6,11,/,11,/,/,/
CC1CCN(C(=O)Cn2cc(C(=O)C3CC3)c3ccccc32)CC1,-16,/,-4,5,/,31,/,/,/
Cc1cc(C)c(C#N)c(SCC(=O)N(C)C2CCCCC2)n1,-12,1.2,-3,8,25,15,1,0.7,-23
COc1cc(-c2nc3ccccn3c2/N=C/c2ccccc2)ccc1O,-13,0.8,4,6,5,-15,0.9,1,16
CCOCCCNC(=O)CN1CCN(c2ccc(F)cc2)CC1,-13,1.1,0,3,6,-1,1.1,0.9,-14
COC(=O)[C@H](Cc1ccccc1)NC(=O)Nc1ccc(C)cc1,-9,0.8,3,2,66*,-23,0.9,0.3,17
COc1ccc(C(=O)c2cnc(C(C)C)n2C)cc1,-8,0.9,-1,3,22,-5,0.8,0.8,11
O=C(NCc1ccco1)c1cc2ccc(O)cc2oc1=O,-19,0.1,1,9,97*,7,1.3,0,93*
COc1ccc(OC)c(-n2c(C)nc3cc(C(=O)O)ccc32)c1,-7,1.1,-2,6,-13,-3,1.2,1.1,-6
O=C(Nc1ccc(N2CCCCC2)cc1)c1ccc(F)cc1,17,1.2,-3,-3,-2,4,0.9,1,-16
O=c1cc(O)n(-c2ccc(F)cc2)c(=S)[nH]1,6,1.1,3,9,8,12,1,0.9,-10
Clc1ccc2oc(-c3ccccc3)nc2c1,1,1.2,0,10,2,0,0.9,1,-16
Cc1cc(/C=c2/sc3nc4ccccc4n3c2=O)c(C)n1-c1ccccn1,-2,0.8,2,6,14,-15,1.3,0.9,18
CC1CCCC(NC(=O)CC2Nc3ccccc3NC2=O)C1C (stereo unspecified),-5,1.4,2,-1,20,-39,1,0.8,-38
O=C(Nc1ccc(F)cc1)N1CCN(c2nc3ccccc3s2)CC1,-6,0.7,-3,2,24,12,1.2,0.8,33
COc1nc(-c2cccs2)cc(-c2ccc(C)cc2)c1C#N,4,0.8,-5,8,5,-7,0.6,1,21
O=C(NC1CCS(=O)(=O)C1)N1CCCCC1 (stereo unspecified),-18,1,1,5,-2,-33,0.9,1,2
O=C(Cn1cc([N+](=O)[O-])cn1)N1CCc2ccccc21,-14,0.9,-4,-1,15,9,0.9,0.9,8
CCCCC(=O)Nc1ccc(NC(=O)c2ccccc2OC)cn1,-3,3.5*,6,5,78*,4,0.9,0.2,-247
CCc1ccc2[nH]c(=O)c(CN(Cc3ccccc3OC)Cc3nnnn3Cc3ccco3)cc2c1,-14,0,-1,8,58*,-17,1.4,0.4,96*
Cc1ccc2c(c1)N(CC(=O)NC1CCCCC1C)C(=O)CO2 (stereo unspecified),-6,1.1,-6,1,43,-25,1.1,0.6,-12
COC(=O)c1ccc(C2C(Oc3ccccc3C)C(=O)N2CCc2ccc(OC)c(OC)c2)cc1 (stereo unspecified),3,0.5,-6,-1,65*,41,1,0.3,55*
COc1cc(NC(=O)CCn2c(=O)[nH]c3ccsc3c2=O)cc(OC)c1,-15,/,-5,-2,/,-24,/,/,/
Cc1ccc(S(=O)(=O)c2nc(Nc3ccccc3N3CCOCC3)sc2Cl)cc1,-6,1.2,5,4,-20,-10,1.1,1.2,-16
Cc1cc(=O)[nH]c(SCc2cc(=O)n3nc(C)sc3n2)n1,-16,1.1,2,1,-15,-17,1.1,1.2,-13
Cn1c(/C(C#N)=C/C2CC=CCC2)nc2ccccc21 (stereo unspecified),-14,0.9,-6,3,58*,9,1.1,0.4,14
CN1CCN(C(=O)CN(Cc2ccccc2)S(C)(=O)=O)CC1,-8,0.9,0,4,25,2,1,0.8,13

Reformatted with the structure last: part of the list above
PLK1 inh	CYP2C9 act	EphB4 ephrin blk	Rev-RRE block	CYP2C19 inhib	Plk1 PBD FP	PLAP act	CYP2C19 activ	CYP2C9 inhib	Compound
3	0.5	-6	-1	65*	41	1	0.3	55*	COC(=O)c1ccc(C2C(Oc3ccccc3C)C(=O)N2CCc2ccc(OC)c(OC)c2)cc1 (stereo unspecified)
-15	/	-5	-2	/	-24	/	/	/	COc1cc(NC(=O)CCn2c(=O)[nH]c3ccsc3c2=O)cc(OC)c1

Next section
SMILES,PLK1 inh,CYP2C9 act,EphB4 ephrin blk,Rev-RRE block,CYP2C19 inhib,Plk1 PBD FP,PLAP act,CYP2C19 activ,CYP2C9 inhib
Cc1c(Cl)c([N+](=O)[O-])nn1CC(=O)NC12CC3CC(CC(C3)C1)C2,-10,0.8,3,9,79*,7,0.8,0.2,24
COCCCNC(=O)/C=C/c1ccc(Cl)cc1,-8,1,6,7,-10,-19,1.1,1.1,-2
Cc1nn(Cc2ccccc2)c(Cl)c1C(=O)OCc1nnc(-c2ccccc2)o1,-8,0.1,4,8,92*,-45,1.5,0.1,86*
CCC(=O)Nc1cc(Cl)ccc1C(=O)O,0,1,0,0,-6,-7,0.8,1.1,-4
O=C(c1cnn2c(C(F)F)cc(-c3ccccc3)nc12)N1CCSCC1,-19,/,4,11,/,-3,/,/,/
O=S(NC1CCCCC1)C12CC3CC(CC(C3)C1)C2 (stereo unspecified),/,1.1,/,/,8,/,1.4,0.9,-7
CCN1CCN(S(=O)(=O)c2cccc3nsnc23)CC1,-6,1,1,9,18,14,1.1,0.8,-4
Nc1nnc(N2CCc3ccccc32)s1,/,1.3,/,/,-13,/,1.2,1.1,-26
COc1ccc(N2CCN(C(=O)c3ccc(NS(=O)(=O)c4ccc(F)cc4)cc3)CC2)cc1,-25,0.1,-7,-5,24,19,1.6,0.8,91*
O=C(CN1C(=O)C2C3C=CC(C3)C2C1=O)Nc1nc(SCc2ccc(Cl)cc2)n[nH]1 (stereo unspecified),-11,0.7,-5,8,60*,9,2.3*,0.4,32
Cc1cc(Nc2ccccc2)nc(-c2ccccc2O)n1,-6,1,-2,6,-18,-3,1.1,1.2,5
c1cnc2c(OCc3cn4cccnc4n3)cccc2c1,1,0.6,6,12,20,4,1,0.8,36
CC(C)N1CC2(c3ccccc3)CN(C(C)C)CC(c3ccccc3)(C1)C2=O,-10,0.9,1,4,-2,0,1,1,10
O=C(CN1CCC(C(O)(c2ccccc2)c2ccccc2)CC1)Nc1cc(Cl)ccc1Cl,-9,0.4,0,6,17,32,1.2,0.8,65*

Screening data as filed in PubChem BioAssay.
